IL1B NFkB inh – inhibitors of IL-1B driven NFkB p65 nuclear import, primary screen, imaging, HUVEC, IL-1B stimulus, high-content imaging; HUVEC IL-1B NFkB p65 nuclear translocation imaging; inhibition, % at 2 µM; 94,000 compounds, 0.43% hits; AID 796, 2007;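 active means inhibition above about 30% together with a positive call from visual inspection of the well image, limit read from the data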;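 further: nuclear over cytoplasmic p65 intensity ratio measured by imaging; 0% = IL-1B stimulated DMSO wells and 100% = unstimulated DMSO wells; values of inactives mirror those of a sister screen read the other way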
Bcl-B displacement – displacers of TR3 peptide from Bcl-B, primary screen, selectivity assay for Bfl-1 inhibitor project, biochemical, fluorescence polarization | FP displacement of FITC-TR3 peptide from Bcl-B; higher % means a stronger effect | one-dose displacement, % at 20 µM; IC50 in µM for titrated hits | 96,000 compounds, 0.11% hits | AID 748, 2007;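 active means displacement above 50% at 20 µM plus a fluorescence interference ratio under 1.5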;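 further: plate controls were wells without compound for no effect and wells lacking Bcl-B protein for full effect; a part of the inactive calls stands beside numbers as strong as those of hits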
PLAP inhibition – PLAP enzyme inhibitors, biochemical, luminescence, HTS (AID 690); 96,000 compounds, 0.08% hits; Alkaline phosphatase, placental type (Homo sapiens); one-dose inhibition, % at 20 µM; IC50 in µM for titrated hits; purified PLAP, luminescent substrate; higher % means a stronger effect; in the data active means a potency from the dose series; inactive means the rest, 99 in 100 with inhibition below about 30%; further: strong numbers were not always called active
MRP resist rev – reversal of MRP1-mediated doxorubicin resistance, primary screen, H69AR cells, doxorubicin co-treatment; H69AR cells + 2 uM doxorubicin, CellTiter-Glo, 72 h; differential viability (reversal), % at 10 µM; 85,000 compounds, 0.04% hits; AID 602, 2007;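 active means viability drop by adding the cancer drug above about 55%, with treated viability meeting a 40% cutoff, limit read from the data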;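 further: viability without doxorubicin minus viability with 2 µM doxorubicin for each compound; larger differential means the compound sensitizes cells more to doxorubicin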
IL1B NFkB pot – enhancers of NFkB p65 translocation in HUVEC – imaging, IL-1B stimulus, high-content imaging, primary screen. activation, % at 2 µM. 94,000 compounds, 0.3% hits. HUVEC IL-1B NFkB p65 nuclear translocation imaging;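 active means activation above 40%, about the mean plus 3 SD, also judged a hit on visual image review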;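 further: percent activation is computed from the nuclear over cytoplasmic p65 intensity ratio; values of inactives mirror those of a sister screen read the other way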
MRP resist rev cytotoxicity – recorded beside MRP resist rev, whose call it bears; viability, %; H69AR cells, CellTiter-Glo, 72 h; measured here: cytotoxicity without doxorubicin
MRP resist rev with doxorubicin – further read-out of MRP resist rev, marked with its call; viability, %; measured here: viability with 2 uM doxorubicin; hits give low values
IL1B NFkB inh cell count 2 µM – also measured in IL1B NFkB inh; calls as there; cell count; measured here: cells passing quality filter;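 raw number of nuclei counted in each imaged well without normalization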
IL1B NFkB pot cell count 2 µM – also measured in IL1B NFkB pot; calls as there; cell count; measured here: cells passing quality filter
An asterisk follows results filed as active; nt = not tested or not shown. These rows are one share of the data; the hit share may differ from the screen's.

canonical_smiles,IL1B NFkB inh,IL1B NFkB inh cell count 2 µM,Bcl-B displacement,PLAP inhibition,MRP resist rev,MRP resist rev cytotoxicity,MRP resist rev with doxorubicin,IL1B NFkB pot,IL1B NFkB pot cell count 2 µM
COc1ccc(Cl)cc1C(=O)Nc1nnn(C)n1,17,134,-3%,6%,-13,89,103,-17,134
Cc1cc(C(=O)Nc2c(C)nn(Cc3ccccc3Cl)c2C)no1,-17,199,-5%,5%,nt,nt,nt,17,199
CCCN1C2CCCC1CC(NC(=O)c1ccc(F)cc1)C2 (configuration not stated),1,111,4%,3%,5,92,88,-1,111
CC(C)(C)NC(=O)c1ccccc1-c1nc(-c2ccccc2Cl)no1,2,122,-4%,-55%,-5,81,86,-2,122
CC(=O)Nc1ccccc1-c1nc2ccc(C(=O)N3CCN(c4cc(C)ccc4C)CC3)cc2[nH]c1=O,9,183,-4%,-58%,-6,81,87,-9,183
CCOC(=O)C1CCN(c2c(N3CCCCCC3)c(=O)c2=O)CC1,7,57,-4%,-25%,-4,89,92,-7,57
CCOC(=O)c1sc2ncn(CC(=O)N(CC)CC)c(=O)c2c1C,-12,85,6%,-13%,-10,96,106,12,85
O=C(CSc1nc2c(c(=O)[nH]1)CCC2)Nc1cccc(Cl)c1,-1,98,0%,4%,4,100,96,1,98

Ordered by SMILES length (smallest number first): 3 of the compounds above
canonical_smiles,IL1B NFkB inh,IL1B NFkB inh cell count 2 µM,Bcl-B displacement,PLAP inhibition,MRP resist rev,MRP resist rev cytotoxicity,MRP resist rev with doxorubicin,IL1B NFkB pot,IL1B NFkB pot cell count 2 µM
CCOC(=O)C1CCN(c2c(N3CCCCCC3)c(=O)c2=O)CC1,7,57,-4%,-25%,-4,89,92,-7,57
O=C(CSc1nc2c(c(=O)[nH]1)CCC2)Nc1cccc(Cl)c1,-1,98,0%,4%,4,100,96,1,98
CC(=O)Nc1ccccc1-c1nc2ccc(C(=O)N3CCN(c4cc(C)ccc4C)CC3)cc2[nH]c1=O,9,183,-4%,-58%,-6,81,87,-9,183

(list continues)
canonical_smiles,IL1B NFkB inh,IL1B NFkB inh cell count 2 µM,Bcl-B displacement,PLAP inhibition,MRP resist rev,MRP resist rev cytotoxicity,MRP resist rev with doxorubicin,IL1B NFkB pot,IL1B NFkB pot cell count 2 µM
CC(=O)n1c2c(c3ccccc31)OC(N)=C(C#N)C2c1ccc(C(C)C)cc1 (configuration not stated),10,105,2%,4%,nt,nt,nt,-10,105
Cc1ccc2cc(C)c3nnc(SCC(=O)Nc4nc5c(s4)CCCC5)n3c2c1,-1,124,-9%,-21%,nt,nt,nt,1,124
Cc1ccc(-n2c(C)cc(C(=O)COC(=O)c3c(C)noc3C)c2C)cc1,-2,84,7%,-3%,-7,59,66,2,84
CSc1c[n+]2c(n1C)CCC2,4,212,-1%,2%,nt,nt,nt,-4,212
CCCCOc1ccc(C(=O)OC2CC(C)N(C)CC2C)cc1 (configuration not stated),-30,165,-4%,-39%,-4,63,66,30,165
COc1cccc2cc(-c3cn4cccc(C)c4n3)c(=O)oc12,-2,160,nt,nt,nt,nt,nt,2,160
CCCC(=O)Nc1cc(OC)c(OC)cc1C(=O)O,-11,163,-3%,15%,-1,95,96,11,163
O=C(CSc1ncnc2ccccc12)NCc1ccco1,-11,122,nt,nt,6,95,89,11,122
COc1cccc(NC(=O)C(=O)N2CCOCC2)c1,0,63,nt,nt,-2,89,90,0,63
CCOC(=O)c1ccccc1NC(=O)CSc1nccn1C,-4,118,nt,nt,7,88,81,4,118
Cc1onc(-c2c(Cl)cccc2Cl)c1C(=O)N1CCc2ccccc21,-4,169,-2%,-48%,-32,52,85,4,169
CS(=O)(=O)N1CCc2cc(S(=O)(=O)N3CCN(Cc4ccc5c(c4)OCO5)CC3)ccc21,0,90,-2%,-49%,6,105,99,-1,90
CC(C)(C)C(=O)Cn1c(=N)n(Cc2ccccc2Cl)c2ccccc21,-11,52,5%,38%,7,73,66,11,52
COc1ccc(C(=O)NC2(C(F)(F)F)C(=O)Nc3c2c(=O)[nH]c(=O)n3CCc2ccc(OC)c(OC)c2)cc1 (configuration not stated),3,161,-10%,14%,-1,108,108,-3,161
CC(C)CNC(=O)c1cccc(NC(=O)C2CCCO2)c1 (configuration not stated),12,128,-6%,-3%,6,92,86,-12,128
COC(=O)CN(c1ccccc1OC)S(=O)(=O)c1ccccc1,-10,160,0%,3%,4,94,90,10,160
Cc1cccc(NC(=O)CCC(=O)NCCO)c1,3,123,nt,nt,-4,91,96,-3,123
COCc1c(C(=O)OCC(=O)N2c3ccccc3CC2C)oc2ccccc12 (configuration not stated),-4,134,-3%,-10%,10,106,96,4,134
CCCCOC(=O)CSc1nc2c(cc1C#N)C(=O)CC(C)(C)C2,-1,150,-6%,0%,-4,74,78,1,150
c1ccc(-c2cnc(-c3cccnc3)o2)cc1,13,183,10%,3%,8,99,91,-13,183
O=C(NCCCN1CCc2ccccc2C1)Nc1ccc(Cl)cc1,3,175,10%,-14%,9,87,78,-3,175
Cc1ccc(C)c(OCc2nnc(N)s2)c1,4,193,-11%,-4%,nt,nt,nt,-4,193
COc1ccc(Nc2oc(COc3cccc(C)c3)nc2C#N)cc1,-29,187,7%,20%,4,85,81,29,187
CC(C(=O)N(C1CC1)C1(C(=O)Nc2ccccc2)CCCC1)N1C(=O)c2ccccc2C1=O (configuration not stated),nt,nt,20%,-28%,8,95,87,nt,nt
COc1cccc(CC(=O)n2nc(N)c3cc4ccc(OC)cc4nc32)c1,-6,171,0%,-8%,nt,nt,nt,6,171
Cc1cccc(-n2ncc3c(NCCc4ccc(S(N)(=O)=O)cc4)ncnc32)c1,nt,nt,-8%,-68%,-9,94,102,nt,nt
O=C(CSc1nc(O)c(C2CCCCC2)c(=O)[nH]1)NCC1CCCO1 (configuration not stated),6,169,9%,nt,15,104,89,-6,169
Cc1nnc(NC(=O)CSc2nnc(CCc3nc4ccccc4[nH]3)n2C)s1,-5,181,3%,-105%,nt,nt,nt,5,181
Cc1ccc(NC(=O)C2C3C=CC4(CN(Cc5cccnc5)C(=O)C24)O3)cc1 (configuration not stated),nt,nt,0%,2%,-5,92,97,nt,nt
O=C(NNS(=O)(=O)c1ccccc1)C1CCN(S(=O)(=O)c2ccc(Cl)cc2)CC1,-6,135,nt,nt,nt,nt,nt,6,135
O=C1c2cccc3c([N+](=O)[O-])ccc(c23)C(=O)N1c1nccs1,10,107,130%,5%,0,1,1,-10,107
CCOC(=O)c1c(N)sc2c(O)c(Br)ccc12,4,84,8%,0%,-2,92,94,-3,84
CCc1ccc(N2CC(C(=O)Nc3nccs3)CC2=O)cc1 (configuration not stated),-10,113,-13%,-3%,-3,87,90,10,113
O=C1c2ccccc2C(=O)C1c1ccnc2ccccc12,0,81,nt,nt,0,41,41,0,81
C=CC[n+]1c(-c2ccc(OCC)cc2)csc1NNC(=O)Nc1ccccc1,-28,72,0%,-9%,3,103,100,28,72
COc1ccc(OC)c2sc(NC(=O)C3CC3)nc12,-3,192,-7%,18%,16,87,71,3,192
COC(=O)COc1ccc(S(=O)(=O)NC2CCCCCC2)cc1,-14,141,-10%,2%,22,107,85,14,141
CCOCCOC(=O)CCSc1n[nH]c(=O)[nH]c1=O,5,99,2%,9%,7,91,84,-5,99
COC(=O)NCc1ccc(S(=O)(=O)N2CCOCC2)cc1,-14,180,-5%,-12%,10,94,85,15,180
COc1ccc(C(=O)Nc2cc(C(C)=O)c(/C=C/N(C)C)oc2=O)cc1,0,108,-57%,13%,nt,nt,nt,0,108
O=C1OC(Oc2ccccc2)(c2ccccc2)c2ccccc21 (configuration not stated),18,130,0%,25%,nt,nt,nt,-18,130
O=C(NCc1cccc(C(F)(F)F)c1)c1cc(Cl)cc(Cl)c1,-16,172,7%,12%,nt,nt,nt,17,172
CCOC(=O)C1C(=O)C(C(=O)OCC)C(c2cccnc2)NC1c1cccnc1 (configuration not stated),-26,87,2%,-13%,1,97,96,26,87
COc1ccc(-n2nnc3c(=O)n(CC(=O)OCc4ccccc4)cnc32)cc1,nt,nt,-2%,-12%,19,106,87,nt,nt
COc1cc(C(=O)NCCC2=CCCCC2)cc(OC)c1OC,nt,nt,-5%,-6%,-1,72,73,nt,nt
CCOC(=O)NC(Nc1nnc(C)s1)(C(=O)OCC)C(F)(F)F (configuration not stated),-5,136,0%,-3%,5,95,90,5,136
CC(CCc1ccccc1)NC(=O)c1cncc(Br)c1 (configuration not stated),-39,154,0%,19%,14,94,80,39,154
Cc1cc(C)n2nc(C(=O)NCCc3ccccc3)nc2n1,5,190,12%,15%,5,102,97,-5,190
COc1ccc(-c2cc(C(F)(F)F)nc(SCCC(=O)N3CCCC3)n2)cc1,-6,114,nt,nt,-11,76,88,6,114
CCCSc1nsc(SCCC)c1C(N)=O,7,171,-5%,2%,1,85,84,-7,171
C=CCc1cc(C)ccc1OCC(O)CN1CCN(c2ccccc2)CC1 (configuration not stated),-1,96,0%,-41%,-15,87,102,1,96
Cc1ccccc1Cn1c(CN2CCN(C(=O)c3ccco3)CC2)nc2c1c(=O)n(C)c(=O)n2C,-5,134,-1%,-51%,-2,63,66,5,134
CCc1nc2ccccc2n1CCC(C)C,-25,189,-6%,-2%,6,91,85,25,189
N#CCCSc1ccccc1NC(=O)c1ccc(S(=O)(=O)N2CCCC2)cc1,-8,97,-3%,7%,0,97,97,8,97
COc1ccc(C(C#N)Nc2ccccc2C)cc1 (configuration not stated),-4,158,0%,4%,-2,89,91,4,158
Cn1c(NC(=O)c2cccnc2)nc2ccccc21,-6,203,0%,-100%,-28,42,70,6,203

(continued)
canonical_smiles,IL1B NFkB inh,IL1B NFkB inh cell count 2 µM,Bcl-B displacement,PLAP inhibition,MRP resist rev,MRP resist rev cytotoxicity,MRP resist rev with doxorubicin,IL1B NFkB pot,IL1B NFkB pot cell count 2 µM
COc1cccc(C2CC(c3ccccc3Cl)n3nnnc3N2)c1 (configuration not stated),nt,nt,-6%,-6%,-17,56,73,nt,nt
Cc1ccc(NC(=O)CSc2nnc(C)n2-c2ccccc2)cc1,7,96,nt,nt,1,93,92,-7,96
CC1Cc2ccccc2N1C(=O)CSc1nnc(-c2ccccc2)c(-c2ccccc2)n1 (configuration not stated),-4,170,6%,-13%,nt,nt,nt,4,170
CCOC(=O)c1cccc(NC(=O)C2CCCN(S(=O)(=O)c3c(C)n[nH]c3C)C2)c1 (configuration not stated),1,200,6%,2%,-7,66,74,-1,200
CC(C)c1nnc(NC(=O)c2ccc(N3C(=O)CCC3=O)cc2)s1,-7,70,-1%,10%,2,100,98,7,70
O=C(CCn1c(=O)oc2ccccc21)N1CCN(c2ccccc2Cl)CC1,-13,131,nt,nt,-27,18,45,13,131
Cc1cc(NC(=O)CC23CC4CC(C2)CC(CC(=O)Nc2cc(C)on2)(C4)C3)no1,-5,177,0%,-3%,15,95,80,5,177
Cc1nn(Cc2c(F)c(F)c(F)c(F)c2F)c(C)c1NC(=O)c1nn(C)cc1[N+](=O)[O-],-3,159,-4%,-10%,nt,nt,nt,3,159
COc1ccccc1NC(=O)CCSc1nnnn1C,-36,204,0%,-78%,-4,84,88,35,204
COc1ccc(CCNC(=O)C(=O)NCc2ccccc2)cc1OC,-2,103,-2%,-54%,nt,nt,nt,2,103
O=C(NCCN1CCN(Cc2ccccc2)CC1)C1CC(=O)N(C2CCCC2)C1 (configuration not stated),-28,201,4%,-34%,32,98,66,28,201
O=C(/C=C/c1cccc(Cl)c1)Nc1ccncc1,4,110,-3%,-1%,nt,nt,nt,-4,110
N#Cc1ccc(N2CCCC2C(=O)O)c([N+](=O)[O-])c1 (configuration not stated),11,95,-1%,13%,nt,nt,nt,-11,95
Cc1cc(N2CCN(c3ccc(F)cc3)CC2)nc2cc(O)ccc12,-6,192,-4%,-27%,-9,65,74,6,192
O=C(NCCCNC(=O)NC1CCCCC1)NC1CCCCC1,-37,137,nt,nt,-4,91,95,37,137
CC1=CS/C(=C(/C#N)C(=O)NCc2ccco2)N1c1ccccc1,-17,69,-7%,8%,1,96,95,17,69

Screens deposited in PubChem by several laboratories.
